Rad51 HR inh = blocks human Rad51 in homologous recombination; Q06609; AID 1385; 200,000 tested, 0.085% active; inhibition, % at 10 µM; hRad51 DNA strand exchange, fluorescence dequenching;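 active = inhibition above 40% at the single screening dose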;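 note: 0% = DMSO control wells and 100% = blanks with heterologous ssDNA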
Target sequence (Q06609 whole entry, looked up): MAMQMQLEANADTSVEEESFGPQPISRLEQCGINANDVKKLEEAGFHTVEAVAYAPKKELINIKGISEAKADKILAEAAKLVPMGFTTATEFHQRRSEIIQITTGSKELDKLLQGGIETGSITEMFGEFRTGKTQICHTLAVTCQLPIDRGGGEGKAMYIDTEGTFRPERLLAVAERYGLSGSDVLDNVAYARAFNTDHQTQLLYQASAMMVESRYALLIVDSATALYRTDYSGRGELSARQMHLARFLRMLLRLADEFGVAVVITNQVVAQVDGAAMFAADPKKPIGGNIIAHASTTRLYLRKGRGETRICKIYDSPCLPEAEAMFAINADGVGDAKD
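Material: human Rad51–ssDNA filaments; Probe or stimulus: labelled 47-mer dsDNA for strand exchange; Doses: single 10 µM dose; Incubation: 37 °C 15-min filament assembly, 30-min compound preincubation, 15-min exchange; Technique: FRET fluorescence dequenching, excitation 485 nm, emission 520 nm; Measure: Fluorescence-based percent inhibition, control- and blank-normalised; Benchmarks: plate control and blank wells.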
* hit, by the source's call.

SMILES	Rad51 HR inh
COc1cc(-c2ccc3oc(-c4ccsc4)c(C#CC4(O)CCCCC4)c3c2)cc(OC)c1OC	-0.6
C=CCOC(=O)C1=C[C@@H](c2cn(C(C)=O)c3ccccc23)C[C@@H](OCc2ccc(CO)cc2)O1	5.9
O=C(Nc1ccc(Cl)c(C(F)(F)F)c1)[C@@H]1CC=C[C@@H]2CCN(Cc3ccccc3)C(=O)[C@@H]21	-4.7
COc1ccccc1CNC(=O)c1cc(-c2ccccc2)nn1CC1CC(c2cccnc2)=NO1 (stereo not given)	1.3
CC1(C)CC(=O)C=C(c2cc3ccccc3s2)C1	-9.9
COc1ccc(C2=NOC(C)(c3nnc(-c4ccncc4)o3)C2)cc1 (stereo not given)	-2.5
COC(C/C=C/[C@@H](O)[C@@H](C)OCc1ccccc1)OC	5.4
CCOc1ccc(NC(=O)c2c(N)n(C)c(=O)[nH]c2=O)cc1	8.8
CCOC(=O)C1Nc2ccc(C)cc2C2C=CCC12 (stereo not given)	6.1
COC(=O)C1=C(C)N(CCCC(=O)O)C(=O)NC1c1ccc2c(c1)OCO2 (stereo not given)	-2.4
COc1ccc(N2C(=O)CC(NCc3cccc(F)c3)C2=O)cc1 (stereo not given)	1.6
COc1ccc(N2CCCn3c2nc2c3c(=O)n(CCc3ccccc3)c(=O)n2C)cc1	4.5
C=CC[C@]12C=C(OC)C(=O)C=C1O[C@@H](c1ccc3c(c1)OCO3)[C@H]2C	2.5
O=C(NCc1ccccn1)C1(C(F)(F)F)C/C(=C\CCO)CCCO1 (stereo not given)	-3.7
O=C(Nc1ccccc1)c1ccc(F)cc1F	2.9
COc1ccc(-c2ccc3oc(-c4ccsc4)c(-c4ccc(OC)cc4)c3c2)cc1	-8.0
Cc1nc2c(c(=O)n1CCC(C)C)c1nc3ccccc3nc1n2Cc1ccc2c(c1)OCO2	-5.7
C[N+](C)(C)CCCCCC[N+](C)(C)C	-4.5
COc1ccc(CNC(=O)C2(CC3CC(c4ccccc4)=NO3)CCN(C(=O)CCCCCBr)CC2)cc1 (stereo not given)	-6.1
O=C(NCc1cccc(Br)c1)C1CC2Cn3c(nc4ccccc43)C2N1Cc1ccccc1 (stereo not given)	6.7

Looked up above.
Rad51 HR inh result of C=CCOC(=O)C1=C[C@@H](c2cn(C(C)=O)c3ccccc23)C[C@@H](OCc2ccc(CO)cc2)O1 reads 5.9
Rad51 HR inh result of COc1ccc(CNC(=O)C2(CC3CC(c4ccccc4)=NO3)CCN(C(=O)CCCCCBr)CC2)cc1 (stereo not given) reads -6.1
Rad51 HR inh result of Cc1nc2c(c(=O)n1CCC(C)C)c1nc3ccccc3nc1n2Cc1ccc2c(c1)OCO2 reads -5.7
Rad51 HR inh result of COc1ccc(-c2ccc3oc(-c4ccsc4)c(-c4ccc(OC)cc4)c3c2)cc1 reads -8.0

A stretch taken from the entries so far, for reference:
SMILES	Rad51 HR inh
COc1ccc(-c2ccc3oc(-c4ccsc4)c(-c4ccc(OC)cc4)c3c2)cc1	-8.0
Cc1nc2c(c(=O)n1CCC(C)C)c1nc3ccccc3nc1n2Cc1ccc2c(c1)OCO2	-5.7
C[N+](C)(C)CCCCCC[N+](C)(C)C	-4.5
COc1ccc(CNC(=O)C2(CC3CC(c4ccccc4)=NO3)CCN(C(=O)CCCCCBr)CC2)cc1 (stereo not given)	-6.1
O=C(NCc1cccc(Br)c1)C1CC2Cn3c(nc4ccccc43)C2N1Cc1ccccc1 (stereo not given)	6.7

The results go on.
SMILES	Rad51 HR inh
c1ccc2[nH]cnc2c1	0.3
Cc1nc(-c2ccc(Cl)cc2)sc1C1(C)CC(c2ccc(Cl)cc2)=NO1 (stereo not given)	2.8
Nc1ncnc2c1nc(Br)n2[C@@H]1O[C@@H]2COP(=O)(O)O[C@H]2[C@H]1O	-14.1
CC1(c2nnc(Cc3ccccc3)o2)CC(c2ccccc2)=NO1 (stereo not given)	-6.8
O=C(NCc1cccc(C(F)(F)F)c1)C1CC2Cn3c(nc4ccccc43)C2N1Cc1ccccc1 (stereo not given)	4.4
C=CCOC(=O)C1=C[C@@H](c2coc3ccccc3c2=O)C[C@@H](OCCCCO)O1	-7.8
Clc1ccc(-n2nnc(-c3ncc[nH]3)n2)cc1Cl	-1.2
C=CCNC(=O)c1c(CSc2ccc(Cl)cc2)noc1C(=O)NCCC	-1.6
O=C1c2ccccc2S(=O)(=O)c2cc(C(=O)N3CCN(c4ccccc4)CC3)ccc21	0.4
CCO[C@H]1OC(C(N)=O)=C[C@@H](C2CC2)[C@@H]1CCCO	-8.2
CC1(C)c2[nH]c3ccccc3c2C[C@@H]2C(=O)N(Cc3ccccc3)C(=O)N21	0.7
COc1cc2sc3ccc(C#CC4(O)CCCCC4)cc3c(=O)c2cc1OC	5.7
O=C1c2c(O)cc(O)cc2O[C@H](c2ccc(O)cc2)[C@H]1O	4.9
CC(C)(C)c1ccc(-c2ccc3c(c2)S(=O)(=O)c2ccccc2C3=O)cc1	0.5
COC1(OC)C=CC(=O)C=C1NC(=O)c1ccccc1OC(C)=O	0.6
O=C1c2cc(CO)cc(O)c2C(=O)c2c(O[C@@H]3OC(CO)[C@@H](O)[C@@H](O)[C@@H]3O)cccc21 (stereo not given in full)	-4.7
CC1(c2nnc(-c3ccc(F)cc3)o2)CC(c2cccnc2)=NO1 (stereo not given)	-5.6
CN1CCN(c2nc(-c3ccccc3)nc3c2oc2ccccc23)CC1	-5.9
COc1ccc(CNC(=O)[C@@H]2CC=C[C@@H]3CCN(C4CC4)C(=O)[C@@H]32)cc1	-0.8
Cc1cccc(C)c1NC(=O)C(C)N (stereo not given)	-3.4
CCO[C@H]1OC(C(=O)O)=C[C@@H](c2ccccc2)[C@@H]1CCCO	1.1
CCC1(CC)C(=O)C2=C3C1[C@H](C(=O)OC)CC(C(=O)OC)C[C@H]3n1c(=O)n(-c3ccccc3)c(=O)n1[C@H]2C (stereo not given in full)	1.2
CC(C)(C)CN1C(N)=NC[C@@H]1c1ccccc1	4.8
C#CCOCCOCCOCCNc1nc(N2CCN(C(=O)C([C@@H](C)CC)n3cc(C(N)CO)nn3)CC2)nc(N2CCN(C(=O)C([C@@H](C)CC)n3cc(C(N)COC(=O)C(F)(F)F)nn3)CC2)n1 (stereo not given in full)	-4.3
COC(=O)CCCC1=CC2=CC(=O)C(C)(OC(=O)c3cccs3)C(=O)C2=CO1 (stereo not given)	-36.7
O=C(O)c1ccc(-c2noc(-c3ccccc3Cl)n2)cc1	6.7
O=C1c2ccccc2S(=O)(=O)c2cc(C(=O)N3CCC(C(=O)N4CCCCC4)CC3)ccc21	-0.9
COC(=O)c1ccc[n+](CCc2c[nH]c3ccccc23)c1	-0.7
CC(=O)N1CCC2(CC1)CC(=O)c1cc(Cl)ccc1O2	0.7
O=C(NC1CCCCC1)[C@@H]1CC=C[C@@H]2CCN(C3CCCCC3)C(=O)[C@@H]21	-0.2
Cc1ccc(Cn2c(C(C)Nc3nc(-c4ccc(Cl)c([N+](=O)[O-])c4)cs3)nc3cc(C(F)(F)F)ccc32)cc1 (stereo not given)	1.1
O=C1NCC(=O)N2CCC[C@@H]12	9.9
C[N+]1(C)CCCC(OC(=O)C(O)(c2ccccc2)c2ccccc2)C1 (stereo not given)	1.5
COc1ccc(C2=NOC(C)(c3nnc(-c4ccc(Cl)cc4)o3)C2)cc1 (stereo not given)	-0.9
CCC[C@@H]1CCCO[C@@](C(=O)NCc2ccccn2)(C(F)(F)F)C1	1.8
CC1(OC(=O)c2ccc(Cl)nc2)C(=O)C=C2C=C(c3ccc(C#N)cc3)OC=C2C1=O (stereo not given)	-6.2
COc1ccccc1CN1C(=O)[C@@H]2Cc3c([nH]c4ccccc34)C(C)(C)N2C1=O	6.0
CCN1C(=O)c2cccc3c(N)ccc1c23	8.9
Cc1nc(N)c2c(Cc3cccc4ccccc34)nn(C(C)(C)C)c2n1	-8.9
O=C(Nc1ccc(Cl)c(C(F)(F)F)c1)[C@@H]1CC=C[C@@H]2CCN(C3CC3)C(=O)[C@@H]21	-6.2
COc1ccccc1C1=NOC(C)(c2sc(-c3ccccc3)nc2C)C1 (stereo not given)	-3.0
OCc1cccnc1	-6.0
O=c1c2c([nH]c3ccc(Br)cc13)CCCC2	1.6
O=C(O)C[C@H]1c2cc(F)ccc2S(=O)(=O)N1C1CCN(Cc2ccccc2)CC1	-5.4
Cc1ccc(-c2ccc3c(c2)S(=O)(=O)c2ccccc2C3=O)cc1	-6.2
Cc1nnc2sc(-c3ccc(-c4ccc(Cl)c(C(F)(F)F)c4)o3)nn12	3.6
C=C1CSc2nc(=O)c3c4c(sc3n21)CCC4	-5.0
C=CCn1c(SCc2cc(=O)n3ccsc3n2)nc2sc(C)c(C)c2c1=O	3.6
CC(Oc1ccccc1)C(=O)N1CCC2(CC1)Oc1ccc(F)cc1C(=O)C21CC(c2cccnc2)=NO1 (stereo not given)	18.2
C[C@H]1CC[C@@]2(O[C@H](CCO)C[C@H](O)[C@H]2O)O1	-6.7
CCOC(=O)C1C2C=CC(CC2)N1c1ccccc1 (stereo not given)	8.6
COCCNc1nc(-c2cc(C(=O)Nc3ccccc3)on2)cc(C(C)C)n1	7.4
CCCCN1C(N)=NC[C@@H]1Cc1ccccc1	-8.2
Cc1ccc(-c2nnc(CSc3nc(C)nc4sc(C)c(C)c34)o2)cc1	4.4
CC1(O)C(=O)C=C2C=C(c3ccsc3)OC=C2C1=O (stereo not given)	0.7
COc1ccc(N2CC(C)Cn3c2nc2c3c(=O)n(CCc3ccccc3)c(=O)n2C)cc1 (stereo not given)	-0.2
CCCCCCCCN1[C@@H](CC(=O)O)c2cc(C(F)(F)F)ccc2S1(=O)=O	-4.8
CC(C)[C@H]1COCCS(=O)(=O)N1Cc1ccccc1	4.1
CCCCCCCCCCCCN1[C@@H](CC(=O)O)c2cc(F)ccc2S1(=O)=O	7.5
CC1(C)CC(=O)C=C(c2cccc3c2oc2ccccc23)C1	-1.0
Continued:
SMILES	Rad51 HR inh
O=C1C=CC[C@H](/C=C/C[C@@H](O)C[C@H](O)CCc2ccccc2)O1	10.0
O=C(c1ccc(Cl)c(Cl)c1)N1CCC(=O)N(C(CO)Cc2ccccc2)CC1 (stereo not given)	-0.5
Cc1ccc(Cn2c(C3CCCN3c3nc(-c4ccc(F)cc4)cs3)nc3cc(C(F)(F)F)ccc32)cc1 (stereo not given)	13.1
CN[C@H](CC(=O)O)C(=O)O	-0.5
CCOC(=O)C1=C(C)N(CCCC(=O)O)C(=O)NC1c1cccc(OC)c1 (stereo not given)	-5.5
COC(=O)C[C@H]1c2cc(C(F)(F)F)ccc2S(=O)(=O)N1C1CCCC1	-2.7
Nc1c(O)cccc1C(=O)O	3.0
CC1(c2nnc(Cc3ccccc3)o2)CC(c2ccc(Br)cc2)=NO1 (stereo not given)	-5.1
O=S(=O)(O)CCS	-0.2
O=C1c2oc3ccc(Cl)cc3c(=O)c2C(c2ccccn2)N1CCCN1CCOCC1 (stereo not given)	-6.7
Cn1ccc2cc(NC(=O)Nc3cccnc3)ccc21	-3.8
CC(=O)N[C@H]1[C@H]([C@H](O)[C@H](O)CO)OC(C(=O)O)=C[C@@H]1O	-9.0
O=S1(=O)CCOC[C@H](Cc2ccccc2)N1Cc1ccccc1F	-29.5
CS(=O)(=O)N1c2ccccc2[C@]2(Br)C[C@H]3C(=O)N[C@@H](Cc4ccccc4)C(=O)N3[C@H]12	-6.2
COc1ccc(-c2csc(NCCc3nc4cc(Cl)c(N5CCCCC5)cc4n3CCOCCO)n2)cc1	3.7
CCCNC(=O)c1onc(CSc2ccc(F)c(F)c2)c1C(=O)NCCC	15.1
O=C(NCCOc1ccccc1)C1Nc2ccc(C(F)(F)F)cc2C2c3ccccc3CC12 (stereo not given)	7.3
CC(C)n1c(SCC(=O)c2ccc3c(c2)OCCO3)nc2c1c(=O)n(C)c(=O)n2C	-2.1
O=C(NC1CC1)C1=C[C@@H](c2ccc(C(F)(F)F)cc2)C[C@@H](OCc2ccc(CO)cc2)O1	3.3
Cc1ccc(C2=NOC(C)(c3nnc(-c4ccncc4)o3)C2)cc1 (stereo not given)	-6.5
CC1(C)CC(=O)C=C(c2cccs2)C1	-0.4
COCOc1cc(O)c(C(=O)/C=C/c2ccc(OCOC)c(OCOC)c2)c(OCOC)c1	-1.2
O=C(Nc1ccccc1)C1=C[C@@H](c2ccc(C(F)(F)F)cc2)C[C@@H](OCCCCO)O1	-1.1
CC(C)c1cn(C2OC(COC(=O)c3ccccc3)C(OC(=O)c3ccccc3)C2OC(=O)c2ccccc2)c(=O)[nH]c1=O (stereo not given)	-0.8
O=C(NCc1ccccc1)[C@]1(C(F)(F)F)C[C@H](CCc2ccccc2)CCCO1	2.4
C=C1CCN([C@@H](CC(C)C)C(=O)NCc2ccccc2)S(=O)(=O)c2ccccc21	-3.0
OCC[C@@H]1C[C@H](O)[C@@H](O)[C@]2(CCCO2)O1	-0.3
COc1ccc(N2CCN(C(=O)CSc3nc4cc(OC)c(OC)cc4cc3C#N)CC2)cc1	2.9
Cc1cc2oc3ccc(NCCCn4ccnc4)cc3c(=O)c2cc1C	-37.2
CCOC(=O)c1c(NC(=O)c2cccs2)sc2c1CCC2	-6.5
CCOC(=O)C1Nc2ccccc2C2C(O)C(O)CC12 (stereo not given)	-1.0
O=C1c2ccccc2S(=O)(=O)c2cc(C(=O)N3CCN(C(=O)c4ccccc4)CC3)ccc21	3.0
CCOC(=O)Cn1c(=O)c2c(nc(Br)n2Cc2ccc(Cl)cc2)n(C)c1=O	-0.6
COc1ccc(C2=NOC(C)(c3sc(-c4ccc(Cl)cc4)nc3C)C2)cc1 (stereo not given)	-4.7
C=C1CCN([C@@H](Cc2ccccc2)C(=O)NCCCc2ccccc2)S(=O)(=O)c2ccccc21	15.8
CCCC[C@@H]1CNC(=O)C(=O)N1CCc1cccc2ccccc12	-0.7
C[C@H]1C=CC(=O)O[C@H]1c1ccccc1	-5.3
COC(=O)C[C@H]1c2cc(F)ccc2S(=O)(=O)N1C(C)C	-3.0
COc1ccc(-c2noc3c2-c2nc(-c4ccc(C)cc4)sc2CC3)cc1	-15.7

Only part of the results is shown, so the mix of outcomes need not match the whole.
